Screens from PubChem.
BCR signal inh: qHTS Assay to Find Inhibitors of Chronic Active B-Cell Receptor Signaling | AID 493014, 2011 | actives 0.05% (n = 340,000) | Potency, µM (titrated, usually from 46.1 µM), for inactives: at the top dose ratio change, negative = lower green/red ratio, most hits filed as inhibitors | ABC-DLBCL IkBa-CBG/CBR reporter, luminescence ratio, 4 h; active means well fitted inhibition curve with a large enough effect in the signal ratio, with a control signal flat, not every such curve was filed as active; inconclusive means small, poorly fitted or top-dose-only effect, or effect the other way, or a change in a side signal; the % refers to the signal ratio;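 further: potency means the concentration at half of the fitted maximal effect; plate controls were basal doxycycline-induced cells for no effect and cells given 10 µM MG132 for full effect; MG132 reads +100%, hits lower the ratio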
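Concentration-response series (up to 46 uM) were applied to TMD8 dual-reporter cells for 4 h at 37C with doxycycline. Green/red ratio, after filter-overlap correction, defined %Activity; red signal alone was normalised to basal cells and zero luminescence.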
PKM2 act: qHTS Assay for Activators of Human Muscle isoform 2 Pyruvate Kinase; Pyruvate kinase PKM (Homo sapiens), P14618; purified PKM2, Kinase-Glo ATP luminescence, activation; response scale: 0% is enzyme alone, no compound; Potency, µM (titrated, usually from 57.5 µM), without a hit: at the highest dose activation, usual class: activators; actives 0.34% (n = 260,000); AID 1631, 2009; further: potency means the concentration at half of the fitted maximal effect; nearly all actives have a fitted effect of over 55% in size
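hPK-M2, >95% pure; 0.1 mM ADP / 0.5 mM PEP final; imidazole pH7.2 buffer w/ 7 mM MgCl2, 50 mM KCl; 1 h RT; Kinase-Glo lum. Intermediate enzyme activity for dual inhibitor/activator qHTS.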
FBPA coupling cs: qHTS Assay for Inhibitors of Fructose-1,6-bisphosphate Aldolase from Giardia Lamblia: Coupling assay counterscreen | coupling enzyme system counterscreen, AmpLite Red fluorescence | activity change, negative = inhibition, % at 58.2 µM, hits read low | actives 0.67% (n = 290,000); in the data active means activity change below about -30%
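Activity here indicates interference with the coupling reaction, not aldolase inhibition. Compounds at 57.5 uM final met coupling enzymes for 10 min at RT; substrate and AmpLite Red detection followed, with a 525/598 nm fluorescence read after 20 min.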
GALK inh: qHTS Assay for Inhibitors of Human Galactokinase (GALK); AID 1868, 2009; Potency, µM (doses to about 57.5 µM), for the others: at the highest dose activity change, negative = inhibition, usual class: inhibitors; Purified GALK, Kinase-Glo residual ATP luminescence; actives 0.007% (n = 270,000); further: potency means the concentration at half of the fitted maximal effect
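Quantitative HTS: GALK 5 nM, ATP 35 uM, galactose 100 uM, 1 h room temperature, then luciferase-based ATP detection.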
uPA generation: qHTS for Inhibitors of Cell Surface uPA Generation; AID 540303, 2011; actives 0.31% (n = 330,000); Potency, µM (series often up to 38.3 µM), for the others: at the top dose activity change, negative = inhibition, most hits filed as inhibitors; cell surface uPA generation assay, qHTS; active means well fitted inhibition curve with a large enough effect; inconclusive means small, poorly fitted or top-dose-only effect; inactive means no such curve, though single readings can be large or run the other way; tested in mouse RAW 264.7 cells; further: potency means the concentration at half of the fitted maximal effect; nearly all actives have a fitted effect of over 55% in size
USP2a inh: qHTS Assay for Inhibitors of Ubiquitin-specific Protease USP2a Using CHOP2 as the Reporter | Ubiquitin carboxyl-terminal hydrolase 2 (Homo sapiens), O75604 | USP2 core, Ub-CHOP2 coupled fluorogenic reporter, 485/531 | Potency, µM (highest dose often 38.3 µM), for the others: top-dose activity change, negative = inhibition, most hits filed as inhibitors | actives 0.01% (n = 330,000);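 further: potency means the concentration at half of the fitted maximal effect; plate controls were DMSO wells for no effect and full inhibition by NEM control for full effect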
Target sequence (O75604 whole entry, looked up): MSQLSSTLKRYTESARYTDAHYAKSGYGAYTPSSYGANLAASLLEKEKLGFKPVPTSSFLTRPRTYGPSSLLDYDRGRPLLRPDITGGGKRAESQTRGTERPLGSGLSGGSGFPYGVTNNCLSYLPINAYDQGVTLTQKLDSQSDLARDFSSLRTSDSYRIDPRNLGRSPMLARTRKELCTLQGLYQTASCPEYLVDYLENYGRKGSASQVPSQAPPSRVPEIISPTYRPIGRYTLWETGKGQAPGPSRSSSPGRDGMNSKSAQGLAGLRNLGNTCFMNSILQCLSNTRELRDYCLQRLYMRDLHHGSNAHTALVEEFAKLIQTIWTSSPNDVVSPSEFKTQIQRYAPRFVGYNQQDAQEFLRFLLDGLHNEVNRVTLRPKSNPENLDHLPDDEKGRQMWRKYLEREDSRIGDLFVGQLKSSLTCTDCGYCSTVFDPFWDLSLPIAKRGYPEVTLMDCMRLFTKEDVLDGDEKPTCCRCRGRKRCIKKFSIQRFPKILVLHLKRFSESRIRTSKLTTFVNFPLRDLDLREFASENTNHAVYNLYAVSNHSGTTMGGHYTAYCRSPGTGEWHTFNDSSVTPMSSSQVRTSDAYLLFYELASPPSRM
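Deubiquitinase activity read as fluorescence (485/531 nm) after Ub-CHOP2 cleavage activates the enterokinase reporter on its substrate; USP2 core 10nM, Ub-CHOP2 and substrate 25nM each, 30min compound preincubation then 60min RT; data normalized to NEM, curves fitted.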
Giardia kill: Small Molecules that selectively kill Giardia lamblia: qHTS; activity change, % at 7.66 µM, hits read low; AID 540267, 2011; Giardia lamblia trophozoite viability; actives 0.15% (n = 340,000); in the data active means activity change below about -80%; inconclusive means between about -30% and that limit;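 further: parasites exposed to compound for two days anaerobically before the ATP read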
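Giardia trophozoites, 100 cells per well, were exposed to compounds for 48 hrs at 37 deg C under anaerobic conditions; viability was then read as ATP content by bioluminescence after 15-30 min at room temperature.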
KCNH2 3.1 block: qHTS for Inhibitors of KCHN2 3.1: Mutant qHTS | actives 0.95% (n = 340,000) | U2OS KCNH2 3.1, thallium flux FluxOr; hits give low values | activity change, % (tested at about 1.8 µM);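 active means maximum activity change below -70%; inconclusive means maximum activity change from -70% to -50%; inactive means maximum activity change above -50%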;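 further: thallium influx rate constant from kinetic fluorescence after stimulation buffer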
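Normalized rate constant (relative to positive and negative DMSO controls) derived from a 2 min kinetic fluorescence read after stimulation; U2OS cells expressing the 3.1 isoform via virus at 1.77 x 10^8 /mL.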
KCNH2 WT inh: qHTS for Inhibitors of KCHN2 3.1: Wildtype qHTS. Voltage-gated inwardly rectifying potassium channel KCNH2 (Homo sapiens), Q12809. U2OS, BacMam KCNH2, thallium flux FluxOr; hits give low values. activity change, % at 1.84 µM. actives 0.37% (n = 340,000). AID 720551, 2013;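 active means maximum activity change below -70%; inconclusive means maximum activity change between -70% and -50%; inactive means maximum activity change above -50%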
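U2OS cells were transduced with wild-type KCNH2 virus (2.03 x 10^8 / mL) for 4 h at room temperature, then cultured overnight at 37 C. Thallium flux was read with FluxOr dye. Rate constants were normalized to DMSO controls.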
Eya2 inh: qHTS Assay for Inhibitors of the Phosphatase Activity of Eya2. recombinant Eya2, OMFP fluorescence dephosphorylation (OMFP is methylfluorescein phosphate). Protein phosphatase EYA2 (Homo sapiens), O00167. AID 488837, 2010. actives 0.006% (n = 330,000). Potency, µM (series often up to 76.9 µM), for the others: at the top dose activity, negative = inhibition, hits mostly inhibitors; further: potency means the concentration at half of the fitted maximal effect
Target sequence (O00167 whole entry, looked up): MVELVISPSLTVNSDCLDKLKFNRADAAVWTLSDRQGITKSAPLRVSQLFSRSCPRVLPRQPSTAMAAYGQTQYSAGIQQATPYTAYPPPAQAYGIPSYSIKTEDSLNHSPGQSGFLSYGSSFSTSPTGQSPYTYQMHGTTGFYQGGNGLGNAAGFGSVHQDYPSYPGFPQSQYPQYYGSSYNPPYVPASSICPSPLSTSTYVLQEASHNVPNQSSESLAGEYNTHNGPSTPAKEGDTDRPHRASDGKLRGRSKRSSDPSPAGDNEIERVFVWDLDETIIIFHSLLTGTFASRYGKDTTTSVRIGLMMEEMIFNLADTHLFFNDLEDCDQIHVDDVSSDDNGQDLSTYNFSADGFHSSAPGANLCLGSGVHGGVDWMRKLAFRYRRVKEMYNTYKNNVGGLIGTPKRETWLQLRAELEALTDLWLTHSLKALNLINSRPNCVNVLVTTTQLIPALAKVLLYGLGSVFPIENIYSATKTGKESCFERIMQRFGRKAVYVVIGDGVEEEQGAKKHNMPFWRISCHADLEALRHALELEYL
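Eya2 (0.2 uM) preincubated 10 min at ambient with compound, then OMFP substrate added at 50 uM; 10 min reaction in 50 mM HEPES pH 7.5, 50 mM NaCl, 5 uM MgCl2, 0.05% BSA, 1 mM DTT. Fluorescence read at Ex 485/Em 525 nm.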
B2AR arrestin: qHTS assay of beta-arrestin-biased ligands of beta2-adrenergic receptor. beta-arrestin recruitment to beta2AR, cell-based reporter. Potency, µM (series often up to 46.1 µM), for the others: at the highest dose activation, most hits filed as activators. actives 0.02% (n = 330,000). AID 492947, 2010;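 further: potency means the concentration at half of the fitted maximal effect; 0% = DMSO controls and full agonism = EC100 isoproterenol or metaproterenol; nearly all actives have a fitted effect of over 65% in size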
* = called active by the depositor; i = inactive; u = inconclusive; x = not tested or not shown; [ ] = dose if it differs, or a comment. Unless noted, the call rests on the fitted dose curve; in most records, active means well fitted curve in the direction sought with a large enough effect; inconclusive means small, poorly fitted or top-dose-only effect, or another doubt; inactive means no such curve, though single readings can be large; an effect the other way counts as inactive or inconclusive. Unless noted, on the % scale 0 is the no-effect control and ±100 the full control effect.

SMILES	BCR signal inh	PKM2 act	FBPA coupling cs	GALK inh	uPA generation	USP2a inh	Giardia kill	KCNH2 3.1 block	KCNH2 WT inh	Eya2 inh	B2AR arrestin
COc1ccc(C(C(=O)NC2CCCCC2)N(C(=O)c2ccco2)c2ccccc2C(C)=O)cc1OC (stereo not given)	u	x	0	-1%	-2%	-2%	-1	9	-28	5%	0.4%
Cc1cc2oc3c(c(=O)c2cc1C)C(c1cccc(Br)c1)N(Cc1ccco1)C3=O (stereo not given)	1%	13%	0	0%	11%	4%	15	-20	1	-14%	-0.2%
O=C(O)c1cnc(-c2ccccc2)nc1Sc1ccccc1Cl	0%	-4%	10	2%	-1%	0%	-9	1	1	7%	0.0%
O=C(CSc1nnnn1Cc1ccccc1)NC1CCCCC1	u	-1%	0	2%	3%	0%	6	x	-10	0%	-0.1%
CC[n+]1c(/C=C2\C=C(C)CC(C)(C)C2)sc2ccccc21	u	13%	-15	1%	-24%	-3%	-16	-24	5	2%	0.2%
Cc1ccc(CNC(=O)CCC(=O)N2CC(C)Oc3ccccc32)cc1 (stereo not given)	0%	-1%	0	x	9%	2%	6	17	0	4%	0.0%
COc1ccccc1N1CCN(CC(O)c2c(C)[nH]c3ccccc23)CC1 (stereo not given)	u	x	-1	x	-10%	5%	30[activator]	-18	47	-2%	0.1%
CCC1(C)CC(C(CC(=O)O)c2ccc(C)cc2)CCO1 (stereo not given)	4%	8%	7	2%	8%	-2%	-2	-2	7	31%	0.1%
CN(CC(=O)Nc1cccc(F)c1)C(=O)c1cccc(N2C(=O)CCC2=O)c1	-2%	x	x	x	5%	-1%	14	10	3	-11%	-0.2%
CCn1c(SCC(=O)N/N=C/c2ccc(C)o2)nnc1-c1ccc(C(C)(C)C)cc1	-1%	9%	-1	1%	5%	6%	6	1	8	2%	-2.6%
Cc1ccc(S(=O)(=O)N2CCN(C(=O)N3CCCC3)CC2)cc1	0%	x	-1	2%	4%	0%	-6	2	-2	7%	-0.1%
Cc1ccc(OCc2ccc(C(=O)N3CCCC3)o2)c([N+](=O)[O-])c1	-1%	13%	2	6%	-5%	1%	8	9	8	0%	0.1%
O=C(CCc1nnc2ccc(N3CCC4(CC3)OCCO4)nn12)NCc1ccccc1Cl	-1%	0%	-3	7%	-6%	3%	-24	0	-5	-2%	0.2%
COCc1c(C(=O)NC2CCCCC2)sc2cccc(F)c12	u	x	x	x	-24%	1%	6	-17	-14	0%	-0.8%
On1c(-c2ccc(Cl)cc2Cl)nc2ncccc21	1%	x	-1	x	0%	3%	-8	-2	23	3%	0.0%
Cc1cc(N2CCCC2)n2nc(C)c(-c3ccccc3)c2n1	11%	-11%	2	-1%	x	1%	x	x	x	-8%	-0.2%
C=CCn1c(COc2ccccc2C)nnc1SCC(=O)O	u	-1%	11	0%	8%	0%	1	-3	0	6%	-0.1%
COc1ccc(-c2c(-c3cc(OC)cc(OC)c3)n(C)c3ccc(-c4cnc(OC)nc4)cc23)cc1	0%	x	x	x	22%	6%	12	6	0	-25%	0.1%
CN=c1c([N+](=O)[O-])nn(-c2ccc3c(c2)OCCO3)n1O	2%	-4%	-12	8%	-13%	-3%	u	-2	-5	6%	0.5%
COC(=O)c1ccc(OC)c(CSc2nnc(COc3ccc(Cl)cc3)o2)c1	u	-4%	-1	0%	5%	2%	-5	-17	3	-31%	-0.3%
COCCCNC(=O)Cn1nc(-c2ccccc2OC)ccc1=O	0%	0%	x	-5%	1%	1%	-19	12	-1	-4%	-1.0%
COc1ccc(-c2nc(CS(=O)CC(=O)NC3CCCC3)c(C)o2)cc1 (stereo not given)	-1%	x	0	-1%	3%	0%	-4	12	-14	3%	0.1%
CCC(=O)NC(=S)Nc1ccc(-c2nc3ccccc3s2)cc1	u	2%	1	0%	4%	0%	-3	-23	-13	4%	-0.3%
CC(C)C(=O)N=C1NC(=O)CS1	0%	7%	-1	x	-4%	3%	8	-11	-2	11%	0.1%
CN(C)c1cc(NC(=O)CN2CCCC2)c2ccccc2n1	-2%	7%	0	-1%	-2%	-8%	0	3	4	u	-0.3%

Among those listed so far, these contain a nitro group on carbon.
SMILES	BCR signal inh	PKM2 act	FBPA coupling cs	GALK inh	uPA generation	USP2a inh	Giardia kill	KCNH2 3.1 block	KCNH2 WT inh	Eya2 inh	B2AR arrestin
Cc1ccc(OCc2ccc(C(=O)N3CCCC3)o2)c([N+](=O)[O-])c1	-1%	13%	2	6%	-5%	1%	8	9	8	0%	0.1%
CN=c1c([N+](=O)[O-])nn(-c2ccc3c(c2)OCCO3)n1O	2%	-4%	-12	8%	-13%	-3%	u	-2	-5	6%	0.5%

(cont.)
SMILES	BCR signal inh	PKM2 act	FBPA coupling cs	GALK inh	uPA generation	USP2a inh	Giardia kill	KCNH2 3.1 block	KCNH2 WT inh	Eya2 inh	B2AR arrestin
Nn1c(SCC(=O)Nc2ccc3c(c2)OCCO3)nnc(CCC(=O)O)c1=O	4%	x	0	-8%	-8%	3%	-6	1	-24	-2%	-1.0%
COc1ccc(C(c2nnnn2CCc2ccccc2)N2CCN(C)CC2)cc1OC (stereo not given)	5%	1%	0	2%	-3%	0%	14	-21	37	-13%	0.2%
CCc1ccc(-n2c(=O)c3ccccc3n(CC(=O)C(C)(C)C)c2=O)cc1	3%	6%	0	1%	-6%	4%	8	5	3	u	-0.1%
O=C1CCc2cc(S(=O)(=O)NCCCC(=O)N3CCN(Cc4ccc5c(c4)OCO5)CC3)ccc2N1	-10%	-1%	2	6%	14%	-1%	0	11	x	-11%	0.0%
O=C(O)c1ccc(NC(=O)c2cn(-c3ccccc3)nc2-c2ccc(Br)cc2)cc1	u	4%	-4	3%	-6%	2%	-11	-7	i	15%	-0.2%
Oc1ccc(N2CCN(c3ccnc4cc(Cl)ccc34)CC2)cc1	1%	-4%	-1	-2%	-13%	-2%	-1	-46	-2	3%	-0.1%
CCCCn1c(N)c(N(CC(C)C)C(=O)CN(C)Cc2cccc(OC)c2)c(=O)[nH]c1=O	-2%	0%	2	2%	-2%	1%	32[activator]	-3	-6	17%	0.5%
O=C(COC(=O)c1ccc(Cl)nc1)NCc1ccco1	3%	-14%	0	0%	0%	3%	-6	3	-1	-3%	0.2%
O=c1c(=O)n(O)c2ccccc2n1O	-1%	10%	-11	0%	9%	-3%	11	14	0	1%	-0.1%
COc1ccc(Cc2nnc(NC(=O)c3cc(OC)cc(OC)c3)s2)cc1	u	0%	3	4%	u	-1%	-9	5	7	-6%	0.1%
CCc1cc(CNC(=O)c2cc(COc3ccc(C)nc3)on2)on1	-2%	-2%	x	-5%	3%	9%	7	-1	-9	6%	-0.4%
COc1ccc(/C=C/C(=O)OCC(=O)Nc2ccc(Cl)c(S(=O)(=O)N(C)C)c2)cc1OC	u	-9%	2	0%	-10%	-4%	-13	-1	3	-1%	-0.3%
O=C(/C=C/NCc1ccc(F)cc1)c1ccccc1	u	1%	0	-2%	5%	1%	35[activator]	6	12	0%	-0.5%
O=c1[nH]nc(Cc2ccccn2)c2ccccc12	0%	4%	-1	-2%	x	-1%	13	6	-160*	2%	-0.8%
COc1ccc(CC2SC(=Nc3ccc(F)cc3)NC2=O)cc1 (stereo not given)	-20%	-7%	4	1%	1%	1%	8	1	-9	-2%	0.1%
COc1ccc(C(=O)CCC(=O)Nc2cc(Cl)c(O)c(Cl)c2)cc1	2%	x	0	1%	-2%	1%	-9	5	8	10%	-0.4%
Cn1cccc1/C=C1\SC(=Nc2cccc(O)c2)NC1=O	u	-5%	0	0%	u	3%	-8	7	4	0%	-0.8%
CN1CCN(C2CCCCCC2)CC1	-8%	1%	1	4%	x	1%	4	29	7	-16%	0.4%
O=C(Nc1cccc(O)c1)c1cccc(S(=O)(=O)Nc2cccc(O)c2)c1	7%	u	3	-4%	2%	2%	-14	-3	-13	1%	-0.3%
Cc1cccc(NC(=O)CSCC(=O)Nc2nnc(C3CC3)s2)c1	-3%	-4%	2	-1%	-4%	0%	5	-7	2	12%	-0.4%
CN(C)S(=O)(=O)c1ccc(C(=O)NC2CCCc3ccccc32)cc1 (stereo not given)	u	-12%	2	6%	5%	-2%	-6	1	2	6%	0.3%
COc1ccc(-c2nc(SCC(=O)NCc3ccco3)c(-c3ccccc3)[nH]2)cc1OC	u	5%	-1	2%	-5%	5%	5	-6	-12	31%	0.3%
